Source: PubChem BioAssay (several laboratories)
zfTRPN1 agonist – agonists of zebrafish TRPN1 channel; HEK293 zebrafish TRPN1-YFP, Fluo-8 calcium fluorescence; 100% = response to 87 µM carbachol; activation, % at 3 µM; actives 0.18% (n = 220,000);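 active means activation above its plate's cutoff, the mean activation of test wells on that plate plus 3 SD, cut at about 19% in these data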;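 further: 0% = DMSO alone and 100% = 87 µM carbachol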
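Material: zebrafish TRPN1-YFP in HEK293 cells. Doses: one dose of 3 µM, 0.3% DMSO. Incubation: dye 1 h 37 °C plus 30 min RT. Measured by: intracellular calcium fluorescence with Fluo-8.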
TRPML3 ag – agonists of human TRPML3 channel; HEK293 TRPML3-YFP, Fluo-8 calcium fluorescence; 100% = the carbachol control signal; activation, % at 3 µM; actives 0.29% (n = 220,000); AID 1448;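 active means activation above its plate's cutoff, the mean activation of the plate's test wells plus 3 SD, cut at about 12% in these data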;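 further: 0% = DMSO only wells and 100% = carbachol wells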
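Test system: TRPML3-YFP stable HEK293 cells. Doses: single point at 3 µM. Incubation: dye loading 1 h 37 °C then 30 min ambient, 125 s read. Signal: Fluo-8 calcium dye fluorescence, ex 470-495, em 515-575 nm. Measure: percent activation from peak-to-basal fluorescence ratio, scaled between DMSO and carbachol.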
PPC-1+TRAIL kill – kills PPC-1 cancer cells in the presence of TRAIL; PPC-1 cells + TRAIL, ATPLite viability luminescence; AID 1443; cell killing (% activity), % at 4 µM; actives 0.41% (n = 220,000);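 active means cell killing above 50% in the first pass at 4 µM, then a duplicate retest at 5 µM averaging 50% or more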;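 further: plate controls were cells with TRAIL plus DMSO for no effect and medium-only wells lacking cells for full effect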
Thrombin inh – blocks human thrombin protease activity. P00734. alpha-thrombin, Boc-VPR-AMC fluorogenic substrate cleavage. inhibition, % at 5 µM. actives 0.26% (n = 220,000);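 active means inhibition at or above 40%; inactive means inhibition below 40%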;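 further: 0% = enzyme with no compound and 100% = wells without enzyme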
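signal = AMC fluorescence, 355/460 nm | material = human alpha-thrombin enzyme | control set = enzyme without compound as high, wells lacking enzyme as low | times = reaction at room temperature | read-out basis = percent inhibition scaled between no-compound controls and no-enzyme blanks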
EBV gp42 inh – blocks Epstein-Barr virus glycoprotein 42 binding; Fluorescence polarization binding assay, mP read-out; inhibition, % (tested at 21.74 µM); actives 0.42% (n = 220,000); AID 1085; in the data active means inhibition above about 50%
Target sequence (Q1HVG2 whole entry, looked up): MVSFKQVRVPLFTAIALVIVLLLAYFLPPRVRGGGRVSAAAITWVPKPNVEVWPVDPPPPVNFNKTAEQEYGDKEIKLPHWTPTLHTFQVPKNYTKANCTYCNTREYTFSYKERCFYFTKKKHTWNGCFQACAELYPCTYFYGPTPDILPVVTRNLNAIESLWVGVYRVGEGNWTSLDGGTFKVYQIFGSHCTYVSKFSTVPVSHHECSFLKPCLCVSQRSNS
Furin inhibitor – human furin inhibition. actives 0.061% (n = 220,000). inhibition, % at 30 µM. purified furin, fluorogenic substrate cleavage; in the data active means inhibition above about 25%; further: inactives centre near -15
Target sequence (P09958 108-714 limits assumed): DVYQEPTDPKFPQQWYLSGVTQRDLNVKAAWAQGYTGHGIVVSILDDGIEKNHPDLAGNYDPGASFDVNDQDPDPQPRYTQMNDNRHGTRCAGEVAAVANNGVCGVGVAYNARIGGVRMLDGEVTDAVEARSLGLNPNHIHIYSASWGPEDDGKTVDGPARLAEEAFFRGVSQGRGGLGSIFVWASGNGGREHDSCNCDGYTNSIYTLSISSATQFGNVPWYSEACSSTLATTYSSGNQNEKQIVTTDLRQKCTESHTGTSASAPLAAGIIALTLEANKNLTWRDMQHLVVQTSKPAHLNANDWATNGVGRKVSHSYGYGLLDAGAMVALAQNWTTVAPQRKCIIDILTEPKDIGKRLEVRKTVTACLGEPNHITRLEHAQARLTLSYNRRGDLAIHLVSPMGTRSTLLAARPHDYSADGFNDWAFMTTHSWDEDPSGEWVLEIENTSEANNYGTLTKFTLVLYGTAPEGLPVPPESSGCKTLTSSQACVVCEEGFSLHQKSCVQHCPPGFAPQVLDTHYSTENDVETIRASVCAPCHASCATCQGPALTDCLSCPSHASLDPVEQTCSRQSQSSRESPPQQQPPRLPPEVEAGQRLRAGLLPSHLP
Cl transport mod – modulators of human KCC2 chloride dependent transport; KCC2 cells, thallium flux FluoZin-2 fluorescence; B-score of Tl+ flux slope (higher = more flux/activation; lower = inhibition) at 10 µM; actives 2.2% (n = 190,000);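 active means thallium flux slope and its plate-corrected score both differing from the plate sample mean at a set confidence after two filtering rounds, in either direction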;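 further: slope of fluorescence scaled to starting intensity during 10 to 20 s after thallium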
TbHK1 inh – T. brucei hexokinase 1 inhibition. recombinant TbHK1, G6PDH-coupled NADH A340. actives 0.11% (n = 220,000). inhibition, % at 10 µM;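 active means inhibition of 50% or more in the single-dose primary screen; inactive means inhibition below 50%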
m-calpain inh – inhibitors of pig calpain II; AID 1236; purified calpain II, fluorogenic peptide substrate, 30 min; inhibition, % at 16 µM; actives 0.37% (n = 220,000);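 active means inhibition above about 50%, limit read from the data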
An asterisk follows results filed as active; i = inactive; / = not tested or not shown; [ ] = dose if it differs, or a comment.

#1 CCOc1cc(N2CCOCC2)c(OCC)cc1NC(=O)COc1cccc2cccnc12
#2 CCCC(=O)OCCNc1cc(SCCC(=O)OC)c2nonc2c1[N+](=O)[O-]
#3 Cc1ccc(C(=O)NNC2=Nc3cccc4cccc2c34)cc1
#4 CC(=O)C1=C(C)NC(SCc2cccc([N+](=O)[O-])c2)=C(C#N)C1c1ccco1 (stereo not drawn)
#5 COc1ccc(NC(=O)CC2C(=O)N(CCc3ccccc3)C(=S)N2Cc2cccnc2)cc1 (stereo not drawn)
#6 CS(=O)(=O)N1CCN(C(=O)Cc2ccccc2)CC1

assay / entry	1	2	3	4	5	6
zfTRPN1 agonist	1.6	0.8	-0.9	-1.1	0.5	0.5
TRPML3 ag	0.4	0.5	0.5	-0.8	0.1	0.7
PPC-1+TRAIL kill	8	14	11	16	-5	7
Thrombin inh	-2	-8	-6	-5	0	0
EBV gp42 inh	-9	-18	-25	-11	-4	-12
Furin inhibitor	-18	1	-12	-9[20 µM]	-5[20 µM]	-29
Cl transport mod	-0.13	-0.029	0.46	-0.028	/	/
TbHK1 inh	-3	-14	-9	-8	-7	2
m-calpain inh	2	7	-11	23	-10	0

#7 CCC(CC)c1nnc(NC(=O)c2ccc(N3CCCCC3)c([N+](=O)[O-])c2)s1
#8 Cc1ccc(/C=C2/C(=O)ON=C2c2ccccc2)o1
#9 COc1ccccc1OCCCCNC(C)(C)C
#10 CC1CCN(CCc2nc3cc(NC(=O)Nc4ccccc4)ccc3n2C)CC1
#11 CCOc1ccc(OCCOCCn2ccnc2)cc1
#12 CCCCC(=O)NC(=S)Nc1cccc(NC(=O)CC)c1

assay / entry	7	8	9	10	11	12
zfTRPN1 agonist	0.7	2.2	0.4	0.1	0.3	0.7
TRPML3 ag	0.4	1.1	0.5	0.6	0.8	0.2
PPC-1+TRAIL kill	10	13	0	18	-34	16
Thrombin inh	-3	-3	2	-5	2	3
EBV gp42 inh	2	-8	-22	-8	-7	0
Furin inhibitor	-31	-11	-32	-11	-15[20 µM]	-13[20 µM]
Cl transport mod	-0.011	-4.1	0.06	/	0.67	-0.28
TbHK1 inh	-7	6	8	1	3	-3
m-calpain inh	5	-23	-1	19	20	-40

#13 O=C(CC1SC(N2CCOCC2)=NC1=O)Nc1cc([N+](=O)[O-])ccc1Cl (stereo not drawn)
#14 COC(=O)[C@@]1(Cc2ccc(F)cc2)[C@H]2c3cc(C(=O)N(C)C)n(Cc4ccccn4)c3C[C@H]2CN1C(=O)c1ccccc1
#15 CCc1ccc(Nc2cc(=O)n(C3CCCCC3)c(=O)[nH]2)cc1
#16 CCC1(CC)NC(=O)N(CC(=O)OCn2nnc3ccccc3c2=O)C1=O
#17 CCOc1ccc(Oc2c(/C=N/NC(=O)COc3ccccc3OC)c(C)nn2-c2ccccc2)cc1
#18 CCc1nnc(NC(=O)c2ccc(S(=O)(=O)N(CC)Cc3ccccc3)cc2)o1

assay / entry	13	14	15	16	17	18
zfTRPN1 agonist	-0.1	3.3	8.1	0.3	0.8	1.4
TRPML3 ag	0.9	1.0	7.1	0.6	0.3	-0.3
PPC-1+TRAIL kill	14	16	1	-1	13	10
Thrombin inh	-13	4	1	6	-3	-4
EBV gp42 inh	-1	-13	-16	-17	-6	9
Furin inhibitor	-28	-4	-21[20 µM]	-1	-3	-20
Cl transport mod	0.49	-0.49	1.2	0.11	0.87	2.2
TbHK1 inh	-3	-10	4	7	-6	18
m-calpain inh	-22	-78	11	21	5	-22

#19 C=CCSc1nnc(-c2ccccc2N=Cc2c(C)[nH]n(-c3ccccc3)c2=O)c(=O)[nH]1
#20 O=C(Nc1cc2c(oc1=O)CCCC2=O)c1ccc(Cl)cc1
#21 COc1ccc(CCNC(=S)Nc2ccccc2)cc1
#22 Oc1ccc(O)c(Cc2nc3ccccc3s2)c1
#23 CC1=CSC2=NC(=O)/C(=C\c3cccn3-c3ccc([N+](=O)[O-])cc3)C(=N)N12
#24 CCOc1ccccc1Nc1nc2ccccc2n2cnnc12

assay / entry	19	20	21	22	23	24
zfTRPN1 agonist	-0.5	1.1	-1.6	-1.9	-0.7	0.2
TRPML3 ag	-0.2	0.7	-0.4	-0.5	-0.6	0.9
PPC-1+TRAIL kill	24	4	3	8	29	19
Thrombin inh	-8	-5	-6	-1	-7	-1
EBV gp42 inh	-12	-9	-18	-6	15	-14
Furin inhibitor	6[20 µM]	-8	-10	-18	-5	-31
Cl transport mod	-0.87	0.51	0.046	-3.6	1.4	1.6
TbHK1 inh	-38	-1	-3	4	-19	-14
m-calpain inh	-70	-74	6	6	14	-180

#25 CC(=O)Nc1cccc(-c2nc3ccc(NC(C)=O)cc3s2)c1
#26 CCCN(CCC)S(=O)(=O)c1ccc(Cl)c(OC)c1
#27 COc1nc(Nc2cccc(C)c2)nc(N2CCCCC2)n1
#28 COC(=O)c1cnn2c1C(=O)N(Cc1cccs1)CC2
#29 COc1ccc(-c2cc(C(=O)c3c(N)n(C)c(=O)n(C)c3=O)c3ccccc3n2)cc1OC
#30 CCCCn1c(-c2ccco2)n[nH]c1=S

assay / entry	25	26	27	28	29	30
zfTRPN1 agonist	-0.3	-3.0	-0.5	1.6	0.3	-1.6
TRPML3 ag	0.8	9.9	-0.8	1.2	-0.3	0.1
PPC-1+TRAIL kill	38[5 µM]	8	-22	-7	7	20
Thrombin inh	-10	-4	1	0	10	-4
EBV gp42 inh	1	6	12	3	4	-16
Furin inhibitor	-83	-18	-13	-23	-3	-9
Cl transport mod	-0.0029	-0.36	/	-0.57	0.84	-0.24
TbHK1 inh	-13	-2	3	2	-13	36
m-calpain inh	i	27	6	-2	18	-18

A different layout for ten compounds above.
item	SMILES	zfTRPN1 agonist	TRPML3 ag	PPC-1+TRAIL kill	Thrombin inh	EBV gp42 inh	Furin inhibitor	Cl transport mod	TbHK1 inh	m-calpain inh
21	COc1ccc(CCNC(=S)Nc2ccccc2)cc1	-1.6	-0.4	3	-6	-18	-10	0.046	-3	6
22	Oc1ccc(O)c(Cc2nc3ccccc3s2)c1	-1.9	-0.5	8	-1	-6	-18	-3.6	4	6
23	CC1=CSC2=NC(=O)/C(=C\c3cccn3-c3ccc([N+](=O)[O-])cc3)C(=N)N12	-0.7	-0.6	29	-7	15	-5	1.4	-19	14
24	CCOc1ccccc1Nc1nc2ccccc2n2cnnc12	0.2	0.9	19	-1	-14	-31	1.6	-14	-180
25	CC(=O)Nc1cccc(-c2nc3ccc(NC(C)=O)cc3s2)c1	-0.3	0.8	38[5 µM]	-10	1	-83	-0.0029	-13	i
26	CCCN(CCC)S(=O)(=O)c1ccc(Cl)c(OC)c1	-3.0	9.9	8	-4	6	-18	-0.36	-2	27
27	COc1nc(Nc2cccc(C)c2)nc(N2CCCCC2)n1	-0.5	-0.8	-22	1	12	-13	/	3	6
28	COC(=O)c1cnn2c1C(=O)N(Cc1cccs1)CC2	1.6	1.2	-7	0	3	-23	-0.57	2	-2
29	COc1ccc(-c2cc(C(=O)c3c(N)n(C)c(=O)n(C)c3=O)c3ccccc3n2)cc1OC	0.3	-0.3	7	10	4	-3	0.84	-13	18
30	CCCCn1c(-c2ccco2)n[nH]c1=S	-1.6	0.1	20	-4	-16	-9	-0.24	36	-18

(continued)
#31 CCN1CCN(Cc2ccc(NC(=O)c3ccc(C)c(NC(=O)c4ccno4)c3)cc2C(F)(F)F)CC1
#32 O=C(C1CCN(c2nc3nonc3nc2N2CCCCC2)CC1)N1CCOCC1
#33 CCn1c(SCC(=O)N/N=C/C=C/c2ccco2)nnc1-c1ccc(OC)cc1
#34 O=C(CCc1ccccc1)NCc1ccccc1
#35 CCOCCCNC(=O)c1ccc(NC(C)=O)cc1
#36 N#CCCN1CCn2c1nc1ccccc12

assay / entry	31	32	33	34	35	36
zfTRPN1 agonist	/	0.0	0.8	1.5	2.6	-0.9
TRPML3 ag	/	1.2	1.0	0.2	0.5	0.4
PPC-1+TRAIL kill	15	12	-6	7	14	19
Thrombin inh	-2	-2	-10	2	1	5
EBV gp42 inh	-22	-2	-8	-1	-20	-13
Furin inhibitor	-31	-24	1	2	-18[20 µM]	-21
Cl transport mod	0.2	/	-0.75	0.32	-0.33	/
TbHK1 inh	0	-31	-47	-2	9	1
m-calpain inh	-13	-17	35	8	1	-4

#37 CCn1cc(C(=O)O)c(=O)c2cc(F)c(N3CCN(S(=O)(=O)c4ccc(NC(=O)OC)cc4)CC3)cc21
#38 O=C(Cc1cccc2ccccc12)Nc1nc(-c2cccc([N+](=O)[O-])c2)cs1
#39 CN(C)S(=O)(=O)Nc1cc(F)cc(F)c1
#40 CCOc1ccc(NC(=O)CSc2nc3ccccc3c(=O)n2CCCC(=O)NCCCN2CCCC2=O)cc1
#41 CCC(C)(C)NC(=O)CN(Cc1cccs1)C(=O)CNS(=O)(=O)c1ccc(C)cc1
#42 COc1ccc(/C(O)=C2\C(=O)C(=O)N(CCN(C)C)C2c2cccc(OC)c2OC)cc1 (stereo not drawn)

assay / entry	37	38	39	40	41	42
zfTRPN1 agonist	1.6	0.4	-1.4	0.1	-0.7	-0.6
TRPML3 ag	1.0	0.3	1.5	-0.8	0.4	-0.1
PPC-1+TRAIL kill	-9	22	34	6	7	18
Thrombin inh	-5	-15	-3	-5	0	1
EBV gp42 inh	-10	11	-7	-17	-9	4
Furin inhibitor	-31	-11	-16	-19	-16[20 µM]	-8
Cl transport mod	-0.76	0.063	0.48	0.19	/	1.4
TbHK1 inh	-14	-6	5	-3	-7	-76
m-calpain inh	-201	-21	11	-16	-5	3

#43 COc1ccccc1C(=O)n1nc(-c2cccnc2)nc1NCc1ccccc1
#44 Cn1c(=O)cc(SCC(=O)N2CCN(Cc3ccc4c(c3)OCO4)CC2)c2ccccc21
#45 O=C(N/N=C/c1cc2ccccc2[nH]1)c1ccccc1Cl
#46 O=C(O)c1ccc(F)c(S(=O)(=O)Nc2ccccc2Cl)c1
#47 Cc1ccc(N(C(C)C(=O)Nc2cc(Cl)ccc2Oc2ccccc2)S(C)(=O)=O)cc1 (stereo not drawn)
#48 CC(C)C(=O)Nc1cccc(C(=O)NCCc2ccc(S(N)(=O)=O)cc2)c1
#49 O=C(COC(=O)Cc1n[nH]c(=O)c2ccccc12)Nc1ccc(Cl)cc1F
#50 CCC1=NC(c2ccccc2Cl)N(O)C1(C)C (stereo not drawn)
#51 O=C(N/N=C1\C2CN3CCN(C2)CC1(c1ccccc1)C3)Nc1ccccc1

assay / entry	43	44	45	46	47	48	49	50	51
zfTRPN1 agonist	-1.1	0.6	0.8	0.6	1.4	-0.2	0.9	0.0	-0.1
TRPML3 ag	-0.8	-0.3	0.8	1.2	0.1	-0.4	0.8	0.5	0.7
PPC-1+TRAIL kill	10	18	15	13	-3	-14	14	1	11
Thrombin inh	/	-6	0	18	0	0	-1	-1	-6
EBV gp42 inh	-4	-7	-7	11	6	-8	-22	-15	3
Furin inhibitor	-14	-19	-25	-17[20 µM]	-15[20 µM]	-23[20 µM]	-27	0	-19
Cl transport mod	-1	-2.1	-0.54	-0.16	-0.37	/	-0.81	-0.036	-0.061
TbHK1 inh	-6	-14	-39	-1	-2	-1	1	12	0
m-calpain inh	-2	12	18	13	29	-16	2	-29	-6
